Bioassay records: PubChem, National Center for Advancing Translational Sciences (NCATS)
Chronic BCR inh: chronic active BCR signaling inhibition. ABC-DLBCL IkBa-CBG/CBR reporter, luminescence ratio, 4 h. Potency, µM (series often up to 46.1 µM), for the others: at the highest dose ratio change, negative = lower green/red ratio, usual class: inhibitors. 340,000 tested, 0.05% active. AID 493014; active means well fitted inhibition curve with a large enough effect in the signal ratio, with a control signal flat, not every such curve was filed as active; inconclusive means small, poorly fitted or top-dose-only effect, or effect the other way, or a change in a side signal; the % refers to the signal ratio;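 further: potency means the concentration at half of the fitted maximal effect; plate controls were basal doxycycline-induced cells for no effect and cells given 10 µM MG132 for full effect; MG132 reads +100%, hits lower the ratio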
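Doxycycline induced both beetle luciferases in TMD8 lymphoma cells; IKK-driven degradation limits the IkappaBalpha-fused green signal, while red luminescence normalises for cell number and nonspecific effects. Compounds tested up to 46 uM, 4 hrs.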
KCNH2 3.1 inh: inhibitors of human KCNH2 3.1 potassium channel isoform; U2OS KCNH2 3.1, thallium flux FluxOr; hits give low values; activity change, % (tested at about 1.8 µM); 340,000 tested, 0.95% active;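 active means maximum activity change below -70%; inconclusive means maximum activity change from -70% to -50%; inactive means maximum activity change above -50%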;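 further: thallium influx rate constant from kinetic fluorescence after stimulation buffer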
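Thallium flux via FluxOr fluorescence (Red40 quencher, 45 min loading) in U2OS cells virally expressing the KCNH2 3.1 isoform (1.77 x 10^8 /mL virus, overnight at 37 C). Rate constants from 2-min kinetic reads post-stimulation, normalised to positive and negative controls.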
KCNH2 WT inh: inhibitors of human wildtype KCNH2 potassium channel. Q12809. U2OS, BacMam KCNH2, thallium flux FluxOr; hits give low values. activity change, % at 1.84 µM. 340,000 tested, 0.37% active. AID 720551;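 active means maximum activity change below -70%; inconclusive means maximum activity change between -70% and -50%; inactive means maximum activity change above -50%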
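U2OS cells transduced with wild-type KCNH2 virus are loaded with FluxOr dye for 45 min, and thallium flux is measured in kinetic reads before and after stimulation buffer. Rate constants are normalized to DMSO controls.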
USP2a inh: USP2a (human) protease inhibition. O75604. USP2 core, Ub-CHOP2 coupled fluorogenic reporter, 485/531. Potency, µM (series often up to 38.3 µM), for inactives: at the highest dose activity change, negative = inhibition, most hits filed as inhibitors. 330,000 tested, 0.01% active. AID 463254;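 further: potency means the concentration at half of the fitted maximal effect; plate controls were DMSO wells for no effect and full inhibition by NEM control for full effect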
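USP2 core (10nM final) preincubated 30min RT with compound in 20mM Tris-HCl pH 8.0, 2mM CaCl2, 2mM beta-mercaptoethanol, 0.05% CHAPS; 25nM Ub-CHOP2 plus 25nM reporter substrate added, fluorescence (Ex485/Em531) read after 60min.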
uPA generation: cell surface uPA generation inhibition. cell surface uPA generation assay, qHTS. Potency, µM (series often up to 38.3 µM), for inactives: at the highest dose activity change, negative = inhibition, actives largely listed as inhibitors. 330,000 tested, 0.31% active; active means well fitted inhibition curve with a large enough effect; inconclusive means small, poorly fitted or top-dose-only effect; inactive means no such curve, though single readings can be large or run the other way; tested in mouse RAW 264.7 cells; further: potency means the concentration at half of the fitted maximal effect; nearly all actives have a fitted effect of over 55% in size
Coupling enz: coupling enzyme interference in Giardia aldolase counter-screen. coupling enzyme system counterscreen, AmpLite Red fluorescence. activity change, negative = inhibition, % at 58.2 µM, hits read low. 290,000 tested, 0.67% active. AID 2472; in the data active means activity change below about -30%
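Fluorescence at 525 nm excitation and 598 nm emission measured inhibition of the coupled detection system without aldolase. Compounds (at 57.5 uM final) were preincubated 10 min at room temperature with coupling enzyme reagent before a 20 min substrate/AmpLite Red step.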
Giardia killer: kills Giardia lamblia. Giardia lamblia trophozoite viability. activity change, % at 7.66 µM, hits read low. 340,000 tested, 0.15% active. AID 540267; in the data active means activity change below about -80%; inconclusive means between about -30% and that limit;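 further: parasites exposed to compound for two days anaerobically before the ATP read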
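Luminescence from cellular ATP indicates surviving trophozoites (100 cells/well) following 48 hrs anaerobic compound treatment at 37 deg C; signal develops 15-30 min at room temperature.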
B2AR arrestin: recruits beta-arrestin to the human beta2-adrenergic receptor; P07550; beta-arrestin recruitment to beta2AR, cell-based reporter; Potency, µM (doses to about 46.1 µM), for inactives: top-dose activation, hits mostly activators; 330,000 tested, 0.02% active;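 further: potency means the concentration at half of the fitted maximal effect; 0% = DMSO controls and full agonism = EC100 isoproterenol or metaproterenol; nearly all actives have a fitted effect of over 65% in size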
Target sequence (P07550 whole entry, looked up): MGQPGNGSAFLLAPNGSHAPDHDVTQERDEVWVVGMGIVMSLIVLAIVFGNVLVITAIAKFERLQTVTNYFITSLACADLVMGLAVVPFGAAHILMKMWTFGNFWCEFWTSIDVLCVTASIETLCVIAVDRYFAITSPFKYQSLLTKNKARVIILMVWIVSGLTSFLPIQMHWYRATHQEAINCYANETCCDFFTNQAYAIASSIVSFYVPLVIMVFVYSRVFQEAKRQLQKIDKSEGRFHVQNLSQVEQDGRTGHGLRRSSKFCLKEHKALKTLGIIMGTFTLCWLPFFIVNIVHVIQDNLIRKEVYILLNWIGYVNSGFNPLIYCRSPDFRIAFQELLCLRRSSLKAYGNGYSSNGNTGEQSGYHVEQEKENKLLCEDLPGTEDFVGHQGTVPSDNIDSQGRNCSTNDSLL
GALK inhibitor: blocks human galactokinase activity. P51570. Purified GALK, Kinase-Glo residual ATP luminescence. Potency, µM (highest dose often 57.5 µM), inactives show at the highest dose activity change, negative = inhibition, hits mostly inhibitors. 270,000 tested, 0.007% active. AID 1868; further: potency means the concentration at half of the fitted maximal effect
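Luminescence from leftover ATP (Ultra-Glo luciferase/luciferin) served as read-out after a 1 h room-temperature reaction of 5 nM GALK with 35 uM ATP and 100 uM galactose.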
PKM2 act: increases activity of human pyruvate kinase M2. Potency, µM (series often up to 57.5 µM), inactives show at the highest dose activation, most hits filed as activators. purified PKM2, Kinase-Glo ATP luminescence, activation; response scale: 0% is enzyme alone, no compound. 260,000 tested, 0.34% active. P14618; further: potency means the concentration at half of the fitted maximal effect; nearly all actives have a fitted effect of over 55% in size
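ATP formation by purified human PK-M2, quantified via coupled luciferase luminescence after 1 h at room temperature with 0.1 mM ADP and 0.5 mM PEP final.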
Eya2 inh: blocks the phosphatase activity of human Eya2; recombinant Eya2, OMFP fluorescence dephosphorylation (OMFP is methylfluorescein phosphate); Potency, µM (doses to about 76.9 µM), for inactives: at the highest dose activity, negative = inhibition, usual class: inhibitors; 330,000 tested, 0.006% active; further: potency means the concentration at half of the fitted maximal effect
Target sequence (O00167 whole entry, looked up): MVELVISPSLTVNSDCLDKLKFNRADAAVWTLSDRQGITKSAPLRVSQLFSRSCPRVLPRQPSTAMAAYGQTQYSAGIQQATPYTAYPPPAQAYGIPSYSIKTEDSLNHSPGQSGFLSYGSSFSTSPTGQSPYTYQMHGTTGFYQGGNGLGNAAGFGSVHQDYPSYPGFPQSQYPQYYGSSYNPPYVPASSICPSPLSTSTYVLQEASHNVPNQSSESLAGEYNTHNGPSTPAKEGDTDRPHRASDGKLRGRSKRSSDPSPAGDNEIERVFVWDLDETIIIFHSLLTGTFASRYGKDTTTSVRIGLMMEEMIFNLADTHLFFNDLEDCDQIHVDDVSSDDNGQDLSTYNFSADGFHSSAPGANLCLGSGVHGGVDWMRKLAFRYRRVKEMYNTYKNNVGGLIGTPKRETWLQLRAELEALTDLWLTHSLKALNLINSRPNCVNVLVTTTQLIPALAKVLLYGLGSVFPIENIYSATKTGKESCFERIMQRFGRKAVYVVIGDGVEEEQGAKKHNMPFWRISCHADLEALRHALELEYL
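Eya2 protein (added as 0.2 uM solution) was preincubated with compound for 10 min at ambient temperature in 50 mM HEPES pH 7.5, 50 mM NaCl, 5 uM MgCl2, 0.05% BSA, 1 mM DTT. OMFP (added at 50 uM) then reacted 10 min; fluorescence read at 485/525 nm.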
* marks the source's active call; other numbers are inactive results. Unless noted, the call rests on the fitted dose curve; in most records, active means well fitted curve in the direction sought with a large enough effect; inconclusive means small, poorly fitted or top-dose-only effect, or another doubt; inactive means no such curve, though single readings can be large; an effect the other way counts as inactive or inconclusive. Unless noted, on the % scale 0 is the no-effect control and ±100 the full control effect. Rows were taken by chance (roughly 2.4% active in at least one column).

Screening CCOC(=O)c1sc2nc(SCC#N)n(CCCN3CCCC3=O)c(=O)c2c1C returned Chronic BCR inh 7%, KCNH2 3.1 inh -14, KCNH2 WT inh 0, USP2a inh 3%, Coupling enz 2, Giardia killer 21, B2AR arrestin 0.0%, GALK inhibitor 1%, PKM2 act 15% and Eya2 inh 4%.
For Cc1ccccc1-c1cc(C(=O)N2CCCC2)c2ccccc2n1 the results were Chronic BCR inh -8%, KCNH2 3.1 inh 25, KCNH2 WT inh -1, USP2a inh 0%, uPA generation -4%, Coupling enz 3, Giardia killer -3, B2AR arrestin 0.0%, GALK inhibitor -1%, PKM2 act -2% and Eya2 inh 1%.
Screening CC(C)(C)N(NC(=O)c1ccccc1)C(=O)c1cccc(C(=O)N(NC(=O)c2ccccc2)C(C)(C)C)c1 returned Chronic BCR inh 6%, KCNH2 3.1 inh 13, KCNH2 WT inh 1, USP2a inh 4%, uPA generation -3%, Coupling enz 5, Giardia killer 6, B2AR arrestin 7.9%, GALK inhibitor -3%, PKM2 act 0% and Eya2 inh 8%.
Screening COc1cccc(NC(=O)c2nc(SC)ncc2Cl)c1 returned Chronic BCR inh -23%, KCNH2 3.1 inh -2, KCNH2 WT inh 2, USP2a inh -2%, uPA generation -3%, Coupling enz 0, Giardia killer -4, B2AR arrestin -0.3%, GALK inhibitor 1%, PKM2 act -2% and Eya2 inh -14%.
COc1ccc(CCNC(=O)c2cccc(S(=O)(=O)N3CCOCC3)c2)cc1OC was read as Chronic BCR inh inconclusive, KCNH2 3.1 inh -4, KCNH2 WT inh 3, USP2a inh 4%, uPA generation 19%, Giardia killer -9, B2AR arrestin 0.2% and Eya2 inh -1%.
Screening C=CCSc1ncnc2sc(C)c(C)c12 returned Chronic BCR inh inconclusive, KCNH2 3.1 inh -7, USP2a inh 1%, uPA generation 2%, Coupling enz 5, Giardia killer 19, B2AR arrestin -0.3%, GALK inhibitor 2%, PKM2 act 9% and Eya2 inh 1%.
For O=C(CSc1nc2ccsc2c(=O)n1NC(=O)c1ccccc1)NCc1ccco1 the results were Chronic BCR inh -2%, KCNH2 3.1 inh -14, KCNH2 WT inh -14, USP2a inh 2%, Coupling enz 5, Giardia killer 13, B2AR arrestin -0.8%, GALK inhibitor -3%, PKM2 act 2% and Eya2 inh 11%.
For Cc1ccnc(NC(=O)c2ccc(OCC3CCCO3)cc2)c1 (stereo not given) the results were Chronic BCR inh inconclusive, KCNH2 3.1 inh -16, KCNH2 WT inh 3, USP2a inh -1%, uPA generation -21%, Giardia killer -85*, B2AR arrestin -0.4% and Eya2 inh 0%.
CN(CC(=O)Nc1ccc(F)c(F)c1)S(=O)(=O)c1cccc2cccnc12 was read as Chronic BCR inh -3%, KCNH2 3.1 inh -7, KCNH2 WT inh -1, USP2a inh -1%, uPA generation 2%, Giardia killer -10, B2AR arrestin -1.7%, GALK inhibitor -2% and Eya2 inh -9%.
CC1CCN(CCCN2C(=O)C3C(C(=O)Nc4cccc(Cl)c4)C4C=CC3(O4)C2C(=O)NC2CCCCC2)CC1 (stereo not given) was read as Chronic BCR inh 0%, KCNH2 3.1 inh 3, KCNH2 WT inh 10, USP2a inh 1%, uPA generation -1%, Coupling enz -1, Giardia killer 11, B2AR arrestin -0.1%, GALK inhibitor 1%, PKM2 act -5% and Eya2 inh 11%.
CCN1CCN(C(=O)CN(CCc2ccccc2)S(C)(=O)=O)CC1 was read as Chronic BCR inh 3%, KCNH2 3.1 inh 7, KCNH2 WT inh -3, USP2a inh 5%, uPA generation 0%, Coupling enz 1, Giardia killer 11, B2AR arrestin 0.1%, GALK inhibitor -3%, PKM2 act -1% and Eya2 inh 0%.
Screening Cc1ccc(-c2[nH][nH]c(=O)c(=O)c2N=Nc2ccccc2)cc1 returned Chronic BCR inh 3%, KCNH2 3.1 inh 14, KCNH2 WT inh 6, USP2a inh -2%, uPA generation 4%, Coupling enz -1, Giardia killer -92*, B2AR arrestin 0.5%, PKM2 act 4% and Eya2 inh inconclusive.
Screening COc1ccc2[nH]c(C(=O)N3CCc4ccccc4C3)c(C)c2c1 returned Chronic BCR inh -16%, KCNH2 3.1 inh 3, USP2a inh 1%, uPA generation -4%, Coupling enz -2, Giardia killer 4, B2AR arrestin -0.7%, GALK inhibitor -7%, PKM2 act 1% and Eya2 inh 1%.
`COC(=O)c1ccccc1COn1c(=O)c(C)[n+]([O-])c2ccccc21` gave Chronic BCR inh 0%, KCNH2 3.1 inh -10, KCNH2 WT inh 15, USP2a inh 1%, uPA generation -4%, Coupling enz -5, Giardia killer 3, B2AR arrestin 0.0%, GALK inhibitor -2%, PKM2 act -14% and Eya2 inh -1%.
Cc1cccc(OCCCSc2nc3ccc(C)cc3[nH]2)c1 was read as Chronic BCR inh -3%, KCNH2 3.1 inh 5, KCNH2 WT inh -5, USP2a inh -1%, uPA generation 1%, Coupling enz 0, Giardia killer 10, B2AR arrestin 0.1%, GALK inhibitor -4%, PKM2 act -1% and Eya2 inh -3%.
CC(=O)c1cccc(NC(=O)NNC(=O)c2ccc3ccccc3c2)c1 was read as Chronic BCR inh -1%, KCNH2 3.1 inh 6, KCNH2 WT inh -10, USP2a inh 1%, uPA generation 11%, Coupling enz -1, Giardia killer -8, B2AR arrestin -1.0%, GALK inhibitor -2%, PKM2 act 0% and Eya2 inh 7%.
For Cn1nc(C(=O)N2CCN(c3ccccc3)CC2)c2c1-c1ccccc1S(=O)(=O)C2 the results were Chronic BCR inh -3%, KCNH2 3.1 inh 0, KCNH2 WT inh -13, USP2a inh 0%, uPA generation -2%, Coupling enz 1, Giardia killer 9, B2AR arrestin -0.7%, GALK inhibitor 0% and Eya2 inh -4%.
`COc1ccc(CCNc2nc(Cl)nc(NC(C)(C)CO)n2)cc1OC` gave Chronic BCR inh inconclusive, KCNH2 3.1 inh -5, KCNH2 WT inh 7, USP2a inh -1%, uPA generation 30%, Coupling enz 2, Giardia killer 10, B2AR arrestin -0.5%, GALK inhibitor -2%, PKM2 act -1% and Eya2 inh -10%.
For O=c1[nH]cnc(O)c1C(c1ccc2c(c1)OCO2)c1c(O)nc[nH]c1=O the results were Chronic BCR inh -1%, KCNH2 3.1 inh -36, KCNH2 WT inh -15, USP2a inh 1%, uPA generation 18%, Coupling enz -2, Giardia killer -5, B2AR arrestin 0.1%, GALK inhibitor -1%, PKM2 act 0% and Eya2 inh 4%.
`O=C(NCCc1ccccc1)c1ccc2c(c1)S(=O)(=O)N=C1CCCCCN12` gave Chronic BCR inh inconclusive, KCNH2 3.1 inh 5, KCNH2 WT inh -1, USP2a inh -4%, uPA generation 15%, Giardia killer 10, B2AR arrestin 0.0% and Eya2 inh 15%.
Cc1cc(NC(=O)C(C)C)n(-c2nc3ccccc3s2)n1 was read as Chronic BCR inh -2%, KCNH2 3.1 inh 2, KCNH2 WT inh 15, USP2a inh -1%, uPA generation -10%, Coupling enz 1, Giardia killer -2, B2AR arrestin -0.3%, GALK inhibitor 0% and Eya2 inh 8%.
Screening CCN(CC)CCN1C(=O)C(O)=C(C(=O)c2cccs2)C1c1ccccn1 (stereo not given) returned Chronic BCR inh inconclusive, KCNH2 3.1 inh 1, KCNH2 WT inh -8, USP2a inh 1%, uPA generation -3%, Coupling enz -14, Giardia killer 17, B2AR arrestin -0.7%, GALK inhibitor 2%, PKM2 act 1% and Eya2 inh 23%.
`COc1cc(OC)nc(NC(=O)C(C)C)n1` gave Chronic BCR inh -2%, KCNH2 3.1 inh -6, KCNH2 WT inh -7, USP2a inh 4%, uPA generation 15%, Coupling enz 2, Giardia killer -5, B2AR arrestin -0.7%, GALK inhibitor 1%, PKM2 act 3% and Eya2 inh -19%.
`Cc1ccc(OCC(O)Cn2c(=N)n(Cc3ccccc3)c3ccccc32)cc1` (stereo not given) gave Chronic BCR inh -1%, KCNH2 3.1 inh -75*, KCNH2 WT inh -94*, USP2a inh 1%, uPA generation -4%, Coupling enz -1, Giardia killer -22, B2AR arrestin 0.4%, GALK inhibitor -5%, PKM2 act 6% and Eya2 inh -5%.
CC(C)(O)[C@@H]1CC[C@@](C)(C2CC[C@]3(C)C2[C@H](O)CC2[C@@]4(C)CC[C@H](O)C(C)(C)C4[C@@H](O[C@H]4O[C@@H](CO)[C@H](O)[C@@H](O)[C@@H]4O[C@@H]4O[C@H](CO)[C@@H](O)[C@H](O)[C@H]4O)C[C@]23C)O1 (stereo in doubt) was read as Chronic BCR inh -2%, KCNH2 3.1 inh 2, KCNH2 WT inh -6, USP2a inh -3%, uPA generation 4%, Giardia killer 2, B2AR arrestin -0.2% and Eya2 inh 9%.
Screening COc1ccccc1CC(=O)OCC(=O)N1CCN(c2ccc(F)cc2)CC1 returned Chronic BCR inh -3%, KCNH2 3.1 inh 1, KCNH2 WT inh -14, USP2a inh 4%, uPA generation 0%, Giardia killer -23, B2AR arrestin 4.4% and Eya2 inh -29%.
